From PubChem BioAssay
HKDC1 inh: HKDC1 (human) hexokinase inhibition. Q2TB90. AID 493160. inhibition, % at 20 µM. 0.16% of 340,000 active. recombinant HKDC1, G6PDH/diaphorase resazurin coupled fluorescence;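 active = inhibition above about 35% when tested at 20 µM, limit read from the data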;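 also: plate controls were DMSO wells with enzyme for no effect and DMSO wells lacking enzyme for full effect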
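Assay system: in-house recombinant HK5 (HKDC1) enzyme. Input: HKDC1 at 5 µg/mL. Medium: Tris pH 8.0 buffer with MgCl2, Tween-20, BSA, BME. Dosing: single 20 µM dose. Schedule: 90 min reaction incubation at room temperature, dark. Signal: resazurin-to-resorufin fluorescence via G6PDH and diaphorase coupling, 525/613 nm. Controls: DMSO-enzyme wells negative, buffer-substituted wells positive.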
APOBEC3A inh: inhibitors of human APOBEC3A DNA deaminase. P31941. recombinant A3A, FAM/TAMRA ssDNA deamination fluorescence. inhibition, % at 20 µM. 0.41% of 330,000 active;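 active = at least 40% inhibition at 20 µM here, with at most 30% in a related deaminase screen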;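 also: plate controls were A3A with DMSO for no effect and wells lacking A3A enzyme for full effect; some results filed as inactive read as strong as hits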
mIAP activ: mouse IAP activation | muIAP, CDP-Star luminescence, 30 min; stronger effect = higher value; 1 = vehicle-only enzyme signal, 0 = enzyme-free wells | activation factor at 10 µM | 0.24% of 330,000 active | AID 2805;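 active = activation factor of at least 2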; also: the source names both 10 and 20 µM as test concentration; values of inactives mirror those of a sister screen read the other way
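System: mouse IAP enzyme. Reagent: CDP-Star chemiluminescent phosphatase substrate. Benchmarks: DMSO wells, no-enzyme wells. Times: 30 min enzyme-substrate-compound incubation at room temperature. Detection: luminescence from enzymatic CDP-Star hydrolysis. Doses: test compounds delivered from DMSO solution.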
hIAP act: human IAP activation; P09923; purified human IAP, CDP-Star luminescence, 30 min; stronger effect = higher value; 1 = vehicle-only enzyme, 0 = enzyme-free background; activation factor at 10 µM; 0.16% of 330,000 active; AID 2524;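 active = activation factor of the enzyme at least 2-fold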; also: the source names both 10 and 20 µM as test concentration; values of inactives mirror those of a sister screen read the other way
Target sequence (P09923 whole entry, looked up): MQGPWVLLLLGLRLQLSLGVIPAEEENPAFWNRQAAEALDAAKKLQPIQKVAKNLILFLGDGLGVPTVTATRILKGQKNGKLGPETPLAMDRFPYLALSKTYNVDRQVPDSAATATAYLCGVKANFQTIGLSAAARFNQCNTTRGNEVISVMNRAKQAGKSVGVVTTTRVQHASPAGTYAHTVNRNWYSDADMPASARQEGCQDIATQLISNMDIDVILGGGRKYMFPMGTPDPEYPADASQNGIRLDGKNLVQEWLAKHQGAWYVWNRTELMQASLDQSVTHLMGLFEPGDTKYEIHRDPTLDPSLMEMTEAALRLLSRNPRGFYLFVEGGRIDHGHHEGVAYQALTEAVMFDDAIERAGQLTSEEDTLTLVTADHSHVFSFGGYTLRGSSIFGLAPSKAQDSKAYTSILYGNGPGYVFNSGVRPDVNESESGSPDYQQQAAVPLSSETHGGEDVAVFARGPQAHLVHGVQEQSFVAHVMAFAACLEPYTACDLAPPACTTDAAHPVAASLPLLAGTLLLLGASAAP
mIAP inh: mouse IAP inhibition. purified mouse IAP, CDP-Star luminescence, 30 min. inhibition, % at 10 µM. 0.2% of 330,000 active;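 active = inhibition of at least 40% at 10 µM in the primary screen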;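 also: plate controls were DMSO with enzyme for no effect and no enzyme wells for full effect; values of inactives mirror those of a sister screen read the other way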
ATG4B inh: inhibitors of human ATG4B cysteine protease | inhibition, % at 8.33 µM | ATG4B cleavage of LC3-PLA2, NBD-HPC fluorescence, 1 h | Q9Y4P1 | 0.51% of 340,000 active; in the data active = inhibition above about 40%
PfGluPho inh: PfG6PD (Plasmodium falciparum) enzyme inhibition | AID 504690 | 0.78% of 350,000 active | inhibition, % at 20 µM | PfGluPho enzyme, NADPH resazurin-diaphorase fluorescence;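 active = inhibition reaching at least a set limit at 20 µM in the primary screen, cut at about 59% in these data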;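 also: 0% = DMSO wells with substrate and 100% = DMSO wells lacking glucose-6-phosphate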
hIAP inh: human IAP inhibition. purified IAP, CDP-Star luminescence, 30 min. inhibition, % at 10 µM. 0.12% of 330,000 active. AID 2544;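 active = inhibition reaching a set limit with compound at 10 µM in the primary screen, cut at about 35% in these data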;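 also: plate controls were DMSO wells with enzyme for no effect and no-enzyme buffer wells for full effect; values of inactives mirror those of a sister screen read the other way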
Numbers without * were called inactive. This is a subset (hit frequency here may not be typical).

`CC(=O)OC(C)(C)/C=C/C(=O)[C@](C)(O)C1[C@H](O)C[C@@]2(C)C3CC=C4C(C[C@H](O)C(=O)C4(C)C)[C@]3(C)C(=O)C[C@]12C` (some centres undefined) gave HKDC1 inh -5, APOBEC3A inh -5, mIAP activ 0.91, hIAP act 0.98, mIAP inh 9, ATG4B inh 4, PfGluPho inh -6 and hIAP inh 2.
`COC(=O)C1=C(c2cccc(OCc3ccccc3)c2)C[C@@H]2CC[C@H]1N2C(=O)NCc1ccc(C(F)(F)F)cc1` gave HKDC1 inh -1, APOBEC3A inh -1, mIAP activ 1.1, hIAP act 1, mIAP inh -14, ATG4B inh -1, PfGluPho inh 18 and hIAP inh -2.
Screening CC(C)c1cc(Br)c(NC(=O)Nc2cccnc2)c(Br)c1 returned HKDC1 inh 1, APOBEC3A inh -1, mIAP activ 1.4, hIAP act 1.1, mIAP inh -39, ATG4B inh -8, PfGluPho inh -5 and hIAP inh -11.
NCc1cc(=O)[nH]o1 was read as HKDC1 inh 1, APOBEC3A inh 2, mIAP activ 0.96, hIAP act 0.97, mIAP inh 4, ATG4B inh 5, PfGluPho inh -14 and hIAP inh 3.
Cc1ccc2c(c1)=C/C(=C\c1c(O)[nH]c(=S)[nH]c1=O)C(=O)N=2 was read as APOBEC3A inh 0, mIAP activ 0.75, hIAP act 1.1, mIAP inh 25 and hIAP inh -6.
Screening C=C(C)[C@@]12OC3(c4ccccc4)O[C@@H]1C1[C@@H]4O[C@]4(CO)[C@@H](O)[C@]4(O)C(=O)C(C)=C[C@H]4[C@@]1(O3)[C@H](C)[C@H]2OC(=O)/C=C/C=C/c1ccccc1 (some centres undefined) returned HKDC1 inh -4, APOBEC3A inh -2, mIAP activ 0.81, hIAP act 0.89, mIAP inh 18, ATG4B inh -13, PfGluPho inh 32 and hIAP inh 12.
`Cc1cccc(NC(=O)COC(=O)c2cc(C)n(C3CC3)c2C)c1` gave HKDC1 inh -5, APOBEC3A inh 7, mIAP activ 1.1, hIAP act 1, mIAP inh -11, ATG4B inh -1, PfGluPho inh 9 and hIAP inh -2.
`CCN(CC)CCCN=Cc1c(O)n(-c2cccc(C)c2C)c(=O)[nH]c1=O` gave HKDC1 inh -7, APOBEC3A inh -1, mIAP activ 1.1, hIAP act 1.1, mIAP inh -6, ATG4B inh -2, PfGluPho inh -6 and hIAP inh -7.
Screening C/C=C(\C)C(=O)N[C@@H](c1ccccc1)[C@@H](O)C(=O)O[C@H]1C[C@@]2(O)[C@@H](OC(=O)c3ccccc3)C3[C@](C)(C(=O)[C@H](OC(C)=O)C(=C1C)C2(C)C)[C@H](O)C[C@H]1OC[C@@]31OC(C)=O (some centres undefined) returned HKDC1 inh 6, APOBEC3A inh -4, mIAP activ 1.2, hIAP act 1, mIAP inh -18, ATG4B inh -21, PfGluPho inh 8 and hIAP inh 0.
For COc1ccc(-n2nc(C(=O)NCC(=O)N3CCC4(CC3)OCCO4)c3ccccc3c2=O)cc1 the results were HKDC1 inh -3, APOBEC3A inh -4, mIAP activ 0.97, hIAP act 0.97, mIAP inh 3, ATG4B inh 1, PfGluPho inh -10 and hIAP inh 3.

Of the compounds above, these have a carbonyl joined to an NH by a bond outside any ring.
`COC(=O)C1=C(c2cccc(OCc3ccccc3)c2)C[C@@H]2CC[C@H]1N2C(=O)NCc1ccc(C(F)(F)F)cc1` gave HKDC1 inh -1, APOBEC3A inh -1, mIAP activ 1.1, hIAP act 1, mIAP inh -14, ATG4B inh -1, PfGluPho inh 18 and hIAP inh -2.
Screening CC(C)c1cc(Br)c(NC(=O)Nc2cccnc2)c(Br)c1 returned HKDC1 inh 1, APOBEC3A inh -1, mIAP activ 1.4, hIAP act 1.1, mIAP inh -39, ATG4B inh -8, PfGluPho inh -5 and hIAP inh -11.
`Cc1cccc(NC(=O)COC(=O)c2cc(C)n(C3CC3)c2C)c1` gave HKDC1 inh -5, APOBEC3A inh 7, mIAP activ 1.1, hIAP act 1, mIAP inh -11, ATG4B inh -1, PfGluPho inh 9 and hIAP inh -2.
Screening C/C=C(\C)C(=O)N[C@@H](c1ccccc1)[C@@H](O)C(=O)O[C@H]1C[C@@]2(O)[C@@H](OC(=O)c3ccccc3)C3[C@](C)(C(=O)[C@H](OC(C)=O)C(=C1C)C2(C)C)[C@H](O)C[C@H]1OC[C@@]31OC(C)=O (some centres undefined) returned HKDC1 inh 6, APOBEC3A inh -4, mIAP activ 1.2, hIAP act 1, mIAP inh -18, ATG4B inh -21, PfGluPho inh 8 and hIAP inh 0.
For COc1ccc(-n2nc(C(=O)NCC(=O)N3CCC4(CC3)OCCO4)c3ccccc3c2=O)cc1 the results were HKDC1 inh -3, APOBEC3A inh -4, mIAP activ 0.97, hIAP act 0.97, mIAP inh 3, ATG4B inh 1, PfGluPho inh -10 and hIAP inh 3.
